Bioassay records deposited in PubChem BioAssay by several laboratories.
Arrestin-AP2 inh – inhibitors of beta-arrestin/AP2 binding, primary screen, biochemical, GPCR trafficking, flow cytometry | FITC-arrestin peptide / GST-AP2 beads; AP2 beta2 appendage carries R879A mutation | beta-arrestin 1 C-terminal peptide binding to AP2 beta2-adaptin appendage (human) | inhibition, % at 10 µM | 0.31% of 340,000 active;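 active = inhibition above a set limit, near 3 SD of compounds lacking own fluorescence, cut at about 54% in these data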;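 also: plate controls were DMSO wells for no effect and 5 µM unlabelled arrestin peptide for full effect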
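System: GST-AP2 R879A bound to glutathione beads, E. coli-expressed. Also added: 50 nM FITC-arrestin peptide. Schedule: compound with beads 12 min RT, then probe 1 h RT. Signal: bead flow cytometry, FITC channel. Read-out basis: percent response.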
SR-BI uptake up – activators of SR-BI mediated DiI-HDL uptake, primary screen, ldlA[mSR-BI] CHO cells, DiI fluorescence. 3 h; 100 = double the neutral-control signal. activation, % at 12.5 µM. 0.096% of 320,000 active. AID 504775, 2011;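 active = mean replicate activation of at least 60% and every replicate at or above 60%; inconclusive = mean or all-replicate condition met, but not both; inactive = mean below 60% and not all replicates reaching 60%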;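 also: 0% = median plate neutral-control signal and 100% = twice that signal; values of inactives mirror those of a sister screen read the other way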
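material = CHO ldlA[mSR-BI] cells | medium = Ham's F12 with 0.5% BSA, HEPES 25 mM, pH 7.4 | reagent = fluorescent DiI-HDL, 10 µg/mL final | compound dosing = single-point compound dose | incubation = 3 h, 37 °C | measured by = bottom-read fluorescence, 550/595 nm | measure = HDL uptake via cellular fluorescence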
PKA-R2B act – activators of PKA-R2B holoenzyme, primary screen, biochemical, fluorescence polarization, Cy5-IP20, human. cAMP-dependent protein kinase catalytic subunit beta (Homo sapiens) + cAMP-dependent …. PKA-R2B holoenzyme dissociation; R2B truncated from residue 108, S112A mutant; 0% DMSO only, 100% 113 µM cGMP. activation, % at 11.4 µM. 0.079% of 340,000 active;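 active = activation above a cutoff set at the mean over all compounds plus 3 SD, cut at about 18% in these data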;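 also: higher means more holoenzyme dissociation and a rise in polarization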
CDK5 p35 inh – inhibitors of human CDK5/p35 kinase, primary screen, biochemical, single concentration. inhibition, % at 10 µM. Cyclin-dependent kinase 5 (Homo sapiens) + Cyclin-dependent kinase 5 activator 1 (Homo …. 0.01% of 330,000 active. AID 488839, 2010. Recombinant CDK5/p35, ADP-Glo luminescence, 60 min;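 active = highest replicate inhibition of at least 50% and at least 75% of replicates reaching 50%; inconclusive = only one of the two criteria met; inactive = both criteria failed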;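 also: plate controls were DMSO neutral control for no effect and GW8510 at 10 µM for full effect; many of its hits are not listed in these tables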
Target sequence (Q00535 whole entry, looked up): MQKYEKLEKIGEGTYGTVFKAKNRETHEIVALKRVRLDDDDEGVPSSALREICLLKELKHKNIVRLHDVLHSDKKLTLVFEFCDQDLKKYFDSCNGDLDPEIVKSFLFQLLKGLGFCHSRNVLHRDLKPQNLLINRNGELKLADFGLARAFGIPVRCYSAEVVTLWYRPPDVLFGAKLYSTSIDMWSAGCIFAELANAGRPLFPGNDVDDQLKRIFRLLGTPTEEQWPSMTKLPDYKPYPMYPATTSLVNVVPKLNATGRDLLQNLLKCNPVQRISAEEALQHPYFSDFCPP
Target sequence (Q15078 whole entry, looked up): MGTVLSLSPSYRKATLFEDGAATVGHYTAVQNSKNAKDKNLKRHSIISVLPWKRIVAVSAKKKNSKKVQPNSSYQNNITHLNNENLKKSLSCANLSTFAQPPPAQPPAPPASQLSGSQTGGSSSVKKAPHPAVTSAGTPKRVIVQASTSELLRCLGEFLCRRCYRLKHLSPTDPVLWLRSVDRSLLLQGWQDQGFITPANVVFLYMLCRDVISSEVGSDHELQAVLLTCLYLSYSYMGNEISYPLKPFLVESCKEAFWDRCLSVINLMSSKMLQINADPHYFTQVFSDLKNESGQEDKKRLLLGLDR
MITF act – activators of MITF-driven TRPM1 promoter reporter, primary screen, cell-based, SK-MEL-5, luciferase, single point; SK-MEL-5 TRPM1-promoter luciferase, 24 h; % of positive control, neutral wells = 0; activation, % at 12.5 µM; 0.75% of 300,000 active; AID 588334, 2011;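 active = mean activation of at least 80% with every replicate also reaching 80%; inconclusive = mean reaches 80% but some replicate falls short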;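 also: 0% = neutral control wells and 100% = parthenolide positive control wells; values of inactives mirror those of a sister screen read the other way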
NSD2 inh – NSD2 histone methyltransferase inhibitors, primary screen, biochemical, AlphaScreen, single concentration, set 2; NSD2 peptide methylation, 120 min; inhibition, % at 12.5 µM; 0.54% of 310,000 active; AID 743445, 2014; in the data active = inhibition above about 50%
Pemphigus Ab inh – inhibitors of pemphigus antibody binding to DSG3, primary screen, biochemical, bead-based, flow cytometry, scFv-GFP | 0.48% of 310,000 active | Desmoglein-3 (Homo sapiens), P32926 | binding (percent of control), % at 10 µM | DSG3-coupled beads, scFv-anti-DSG3-GFP binding; hits give low values;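 active = binding more than 3 SD below its plate's average and above zero; inconclusive = below that plate limit but binding exactly zero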;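 also: hits lower antibody fragment binding to DSG3; some compounds called inactive have numbers as strong as hits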
dFosB act – activators of delta FosB homodimer, primary screen, biochemical, fluorescence polarization, TAMRA-CDK5 oligo, single point | Protein FosB (Mus musculus), P13346 | AID 493131, 2011 | 0.99% of 340,000 active | activation, % at 25 µM | purified delta FosB; percent of positive-control signal above neutral wells;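 active = mean activation above about 17%, with every replicate also reaching it, limit read from the data, passing the limit was not always enough; inconclusive = only one of the two conditions met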;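 also: fluorescence polarization rise as delta FosB binds a TAMRA Cdk5 AP-1 oligo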
Target sequence (P13346 whole entry, looked up): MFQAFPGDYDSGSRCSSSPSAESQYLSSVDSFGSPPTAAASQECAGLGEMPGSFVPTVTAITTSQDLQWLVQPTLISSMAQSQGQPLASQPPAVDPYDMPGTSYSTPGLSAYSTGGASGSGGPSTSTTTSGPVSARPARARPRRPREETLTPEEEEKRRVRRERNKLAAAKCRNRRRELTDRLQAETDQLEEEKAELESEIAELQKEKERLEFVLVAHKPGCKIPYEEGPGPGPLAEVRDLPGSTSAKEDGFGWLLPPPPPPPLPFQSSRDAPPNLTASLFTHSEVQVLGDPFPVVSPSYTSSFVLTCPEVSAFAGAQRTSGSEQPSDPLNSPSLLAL
Mot1-301 SUMO – yeast Mot1-301 growth rescue at high temperature, primary screen, SUMOylation pathway inhibitor project, S. cerevisiae, ATP luminescence, 38.5C; 1% of 320,000 active; S. cerevisiae Mot1-301 growth rescue; percent above DMSO median, 100 means doubled; growth rescue, % at 18.8 µM;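 active = every valid replicate shows activation above 250% relative to neutral control wells; inactive = the rest, any valid replicate at or below 250%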;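 also: OY570 slx delta 5 strain wells were the positive control but not used for scaling; some compounds called inactive have numbers as strong as hits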
PKA-R1A activ – activators of PKA-R1A holoenzyme, primary screen, biochemical, fluorescence polarization, Cy5-IP20, bovine R1A, mouse PKAc. PKA-R1A dissociation; scaled: DMSO 0%, 113 µM cGMP 100%. 0.083% of 340,000 active. cAMP-dependent protein kinase type I-alpha regulatory subunit (Bos taurus) + …. AID 504707, 2011. activation, % at 11.4 µM;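 active = percent activation above the mean of all tested compounds plus 3 SD, cut at about 19% in these data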;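 also: higher means more PKAc released from R1A so a rise in polarization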
SR-BI HDL uptake – inhibitors of SR-BI mediated HDL lipid uptake, primary screen, ldlA[mSR-BI] cells, fluorescence, single point | ldlA[mSR-BI] CHO cells, DiI-HDL uptake fluorescence, 3 h | AID 488896, 2010 | 0.96% of 320,000 active | inhibition, % at 12.5 µM;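 active = mean replicate inhibition of at least 70% and a set share of replicates each scoring 70 or more; inconclusive = meets just one of the two criteria; inactive = fails both criteria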;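 also: 0% = median of neutral control wells and 100% = median of positive control wells; values of inactives mirror those of a sister screen read the other way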
Active calls of the source: *; ? = inconclusive; . = no result given.

SMILES | Arrestin-AP2 inh | SR-BI uptake up | PKA-R2B act | CDK5 p35 inh | MITF act | NSD2 inh | Pemphigus Ab inh | dFosB act | Mot1-301 SUMO | PKA-R1A activ | SR-BI HDL uptake
COc1cccc(CN2C(=O)c3ccccc3C2C(=O)NCC2CCCO2)c1 (configuration not stated) | 3 | 10 | -9 | 1.0 | . | -2 | . | -6 | 10 | -2 | -10
COc1ccc([N+](=O)[O-])cc1NC(=O)c1ccco1 | 22 | -21 | 8 | 0.2 | -20 | -1 | 96 | 1 | -7 | -5 | 21
COC(=O)c1cc(S(=O)(=O)N2CCCCC2)c[nH]1 | 44 | 19 | 3 | 0.8 | -3 | 8 | 96 | -1 | 16 | -2 | -19
COc1ccc(C2Nc3ccccc3NC3=C2C(=O)CC(C)(C)C3)cc1OC (configuration not stated) | -5 | -4 | 2 | -1.0 | 3 | -2 | 109 | -4 | 4 | 6 | 4
CCC(C)NCCOCCOc1ccc(Cl)c2ccccc12 (configuration not stated) | 11 | -3 | 3 | 0.1 | -5 | 10 | . | 1 | 89 | -10 | 7
c1coc(-c2ccnc(-n3cccc3)n2)c1 | 15 | -4 | 13 | -1.3 | 16 | -2 | 119 | -5 | 29 | -4 | 4
CCCCOP(=O)(OCCCC)C(O)c1ccc(Br)cc1 (configuration not stated) | 3 | -13 | 3 | . | -4 | -4 | 92 | -12 | -9 | 7 | 13
CC(C)C(=O)Nc1ccc(O)c(-c2csc(N)n2)c1 | -2 | 6 | -5 | 1.1 | 5 | 4 | 99 | -9 | 1 | -2 | -6
COc1ccc(NC(=O)c2noc3c2CCC3)cc1 | 16 | 7 | -8 | 1.1 | . | 9 | . | -1 | . | -3 | -7
C/C(=N/OC(=O)c1ccc(Br)cc1)c1ccc(C)cc1 | 9 | -2 | -3 | -0.4 | 8 | 1 | 100 | 2 | -10 | 0 | 2
CC1Oc2ccccc2N(CC(=O)NCCc2ccccc2)C1=O (configuration not stated) | 1 | 11 | 6 | -2.0 | 2 | -2 | 131 | -8 | 3 | -8 | -11
Cc1cc(C(=O)COc2ncnc3sccc23)c(C)n1C1CC1 | -4 | -18 | 8 | 1.5 | 64 | . | 81 | -8 | -4 | -3 | 18
CN1CCC(OC(=O)c2cc3cc(Br)ccc3oc2=O)CC1 | -1 | 4 | 1 | -0.6 | . | 48 | 112 | -17 | -25 | 7 | -4
CC(=O)Nc1nn(C)c2nc(C)cc(C)c12 | -2 | 6 | -9 | 0.8 | -5 | 0 | 101 | -16 | -14 | 3 | -6
O=C(Cn1cnc2c(nnn2Cc2ccc(Cl)cc2)c1=O)NCc1ccco1 | 21 | -16 | -9 | 2.3 | -7 | 12 | 105 | -8 | 11 | -14 | 16
CC(=O)Nc1ccc(NC(=O)Nc2cccc(Cl)c2)cc1 | 6 | 10 | 2 | 0.4 | 61 | -10 | 104 | 4 | -7 | -4 | -10
CC(=O)CC(=O)Nc1ccc2ccccc2c1 | -6 | 3 | -4 | -1.4 | . | -5 | 100 | -4 | -7 | 1 | -3
Nc1c(C(=O)NCCN2CCOCC2)c2nc3ccccc3nc2n1-c1ccc2c(c1)OCO2 | -12 | -15 | -7 | -1.8 | 0 | -8 | 117 | -1 | -8 | 11 | 15
CCCCNC(=O)CCCCC(=O)N/N=C/c1cccc(Cl)c1 | 3 | 42 | -12 | 0.1 | 6 | 0 | 104 | -11 | -2 | 1 | -42
Cc1ccc(NC(=O)c2c([N+](=O)[O-])c(C(C)(C)C)nn2C)cc1 | -14 | 0 | -4 | -1.2 | 0 | -1 | 99 | -4 | 6 | 4 | 0
COC(=O)c1cc(S(=O)(=O)N2CCOCC2)c(N2CCOCC2)cc1N1CCOCC1 | -1 | 31 | 0 | 0.5 | 1 | . | 117 | -4 | . | 5 | -31
CC(C)(C)NC(=O)COC(=O)c1cc(Cl)ccc1[N+](=O)[O-] | -3 | 13 | -3 | -2.2 | 13 | 3 | 97 | -5 | -2 | 12 | -13
CN(C)c1nc(-c2ccc([N+](=O)[O-])cc2)cs1 | -5 | -28 | 0 | 1.9 | ? | 2 | . | -6 | 11 | -11 | 28
Cc1nc2c(sc3nc(N4CCOCC4)c4c(c32)CC(C)(C)OC4)c(-c2ccc(Cl)cc2)c1C(=O)O | -2 | . | 11 | 0.4 | -10 | 5 | 90 | -2 | -21 | 0 | .
CC(C)C(c1nnnn1Cc1ccccc1)N(Cc1ccco1)Cc1cccs1 (configuration not stated) | 2 | . | -1 | -2.2 | -3 | 1 | 112 | -11 | -17 | -2 | .
COc1ccc(NC(=S)N2CCc3ccccc3C2)cc1OC | 11 | . | 1 | -0.2 | 12 | 1 | 94 | -15 | -9 | -5 | .
Clc1ccc(-c2ncc3ccccn23)c(Cl)c1 | 4 | -18 | -6 | -3.8 | -8 | . | 122 | 2 | -12 | -2 | 18
Cc1ccc(C(=O)NCC(=O)Nc2ncccc2C)s1 | 3 | 3 | -1 | 1.2 | -8 | -1 | 102 | -17 | -20 | -9 | -3
CCOC(=O)CC(NC(=O)c1ccco1)c1ccc(C)cc1 (configuration not stated) | 1 | 19 | 0 | -0.7 | . | 0 | 99 | 4 | 29 | -9 | -19
C/C(Nc1ccccc1)=C(/C#N)C(N)=O | 2 | 2 | 2 | 3.0 | 1 | 0 | 103 | 4 | -7 | 1 | -2

A run of entries taken from the entries so far, as a working copy:
SMILES | Arrestin-AP2 inh | SR-BI uptake up | PKA-R2B act | CDK5 p35 inh | MITF act | NSD2 inh | Pemphigus Ab inh | dFosB act | Mot1-301 SUMO | PKA-R1A activ | SR-BI HDL uptake
CC(=O)Nc1ccc(NC(=O)Nc2cccc(Cl)c2)cc1 | 6 | 10 | 2 | 0.4 | 61 | -10 | 104 | 4 | -7 | -4 | -10
CC(=O)CC(=O)Nc1ccc2ccccc2c1 | -6 | 3 | -4 | -1.4 | . | -5 | 100 | -4 | -7 | 1 | -3
Nc1c(C(=O)NCCN2CCOCC2)c2nc3ccccc3nc2n1-c1ccc2c(c1)OCO2 | -12 | -15 | -7 | -1.8 | 0 | -8 | 117 | -1 | -8 | 11 | 15
CCCCNC(=O)CCCCC(=O)N/N=C/c1cccc(Cl)c1 | 3 | 42 | -12 | 0.1 | 6 | 0 | 104 | -11 | -2 | 1 | -42
Cc1ccc(NC(=O)c2c([N+](=O)[O-])c(C(C)(C)C)nn2C)cc1 | -14 | 0 | -4 | -1.2 | 0 | -1 | 99 | -4 | 6 | 4 | 0
COC(=O)c1cc(S(=O)(=O)N2CCOCC2)c(N2CCOCC2)cc1N1CCOCC1 | -1 | 31 | 0 | 0.5 | 1 | . | 117 | -4 | . | 5 | -31
CC(C)(C)NC(=O)COC(=O)c1cc(Cl)ccc1[N+](=O)[O-] | -3 | 13 | -3 | -2.2 | 13 | 3 | 97 | -5 | -2 | 12 | -13

Further records follow:
SMILES | Arrestin-AP2 inh | SR-BI uptake up | PKA-R2B act | CDK5 p35 inh | MITF act | NSD2 inh | Pemphigus Ab inh | dFosB act | Mot1-301 SUMO | PKA-R1A activ | SR-BI HDL uptake
CC(CNC(=O)c1ccc(C#N)cc1)NC(=O)c1ccc(C#N)cc1 (configuration not stated) | 3 | -15 | -8 | 1.1 | 7 | -6 | 94 | 3 | -6 | -8 | 15
COc1ccc(Cl)cc1NC(=O)C1Cc2ccccc2CN1S(C)(=O)=O (configuration not stated) | 0 | -16 | -8 | 8.9 | -10 | 0 | . | -11 | 1 | -17 | 16
CCC(C)NC(=O)CSc1nc2scc(-c3ccccc3)c2c(=O)[nH]1 (configuration not stated) | -4 | 24 | -4 | 0.0 | -6 | 2 | 97 | -8 | 122 | 3 | -24
CC/S(=N\S(=O)(=O)c1ccc(C)cc1)c1ccccc1 (configuration not stated) | 34 | 13 | -1 | -0.9 | . | -2 | . | 1 | 66 | -1 | -13
Cc1cc(-c2ccccc2)nc(N(C)NC(=O)C(C)(C)C)c1S(C)(=O)=O | -4 | -1 | 0 | -0.2 | 13 | -2 | 107 | -11 | -5 | 3 | 1
CC(c1ccccc1)n1c(SCC(=O)Nc2ccccc2)n[nH]c1=O (configuration not stated) | 33 | 3 | 2 | -1.3 | -5 | -2 | 93 | -3 | 0 | 10 | -3
O=C(NCCC1=CCCCC1)C(=O)NCc1ccccc1 | 0 | -7 | 6 | -0.2 | 4 | -2 | 94 | 0 | -2 | -8 | 7
CCCOC(=O)C1[C@H]2C(=O)N(CC3CCCO3)C[C@]23C=C[C@H]1O3 (some centres not stated) | -3 | 10 | -14 | 2.4 | 1 | -2 | 106 | -1 | -3 | 3 | -10
COc1ccc(/C=C/C(=O)O)cc1Cl | -5 | . | -1 | -0.3 | 17 | 1 | 100 | -2 | 9 | -11 | .
O=C1NCCNC1(c1c[nH]c2ccccc12)C(F)(F)F (configuration not stated) | 9 | 15 | -5 | 2.9 | . | . | 102 | -1 | -8 | -4 | -15
CN1C(C(=O)Nc2ccc(OC(F)(F)F)cc2)=CC(c2cccs2)=NS1(=O)=O | -3 | 6 | -18 | 2.7 | -8 | 5 | 108 | 2 | 10 | -4 | -6
O=C(COC(=O)c1ccc(F)cc1)NCCCc1ccccc1 | 33 | 45 | -3 | 1.6 | 4 | -2 | 103 | 3 | -4 | -12 | -45
